TNAP inh hi DEA = human TNAP enzyme inhibitors, primary screen, biochemical, luminescent, high phosphate acceptor level, uHTS; Alkaline phosphatase, tissue-nonspecific isozyme (Homo sapiens), P05186; purified TNAP, CDP-star luminescence, 1 M DEA; inhibition, % at 20 µM; 200,000 compounds, 0.03% hits; AID 1135, 2008;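 active = over 50% inhibition of tissue-nonspecific alkaline phosphatase at 20 µM in the single-dose screen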;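 also: plate controls were DMSO wells for no effect and EDTA-quenched wells as full inhibition for full effect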
Target sequence (P05186 whole entry, looked up): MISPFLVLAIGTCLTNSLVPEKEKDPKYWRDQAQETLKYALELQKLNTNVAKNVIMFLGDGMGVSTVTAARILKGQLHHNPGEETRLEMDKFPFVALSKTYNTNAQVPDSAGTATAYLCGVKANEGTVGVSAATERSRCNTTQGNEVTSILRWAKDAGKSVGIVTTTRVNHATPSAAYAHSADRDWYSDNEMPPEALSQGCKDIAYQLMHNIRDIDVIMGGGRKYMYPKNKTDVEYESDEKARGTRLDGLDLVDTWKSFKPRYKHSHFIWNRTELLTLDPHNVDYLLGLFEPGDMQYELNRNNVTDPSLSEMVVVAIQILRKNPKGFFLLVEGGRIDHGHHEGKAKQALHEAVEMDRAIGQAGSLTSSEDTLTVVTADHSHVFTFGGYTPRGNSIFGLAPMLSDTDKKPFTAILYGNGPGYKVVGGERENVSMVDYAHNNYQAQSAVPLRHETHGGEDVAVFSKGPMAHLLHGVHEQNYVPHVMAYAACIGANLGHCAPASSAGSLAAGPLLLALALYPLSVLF
Efa HMGR inh = inhibitors of E. faecalis class II HMGR, primary screen, biochemical, Enterococcus faecalis; HMG-CoA reductase (Enterococcus faecalis, mvaE); purified E. faecalis HMGR, NADPH absorbance 340 nm kinetic; inhibition, % at 10 µM; 190,000 compounds, 0.41% hits; AID 1066, 2008;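 active = inhibition above a set limit, the median over all tested compounds plus 3 SD, cut at about 9.5% in these data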;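 also: enzyme runs in reverse so mevalonate oxidation gives rising NADPH absorbance; 0% = complete reaction with DMSO and 100% = background rate lacking mevalonate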
Hsp70 act = Hsp70 transcriptional activators, primary screen, cell-based, HeLa, Hsp70 promoter luciferase, luminescence, 10 µM; activation, % at 10 µM; HeLa Hsp70 promoter luciferase reporter; scaled: vehicle 0, proteasome-inhibitor control 100%; 200,000 compounds, 0.04% hits; AID 1203, 2008;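 active = activation above the mean across all tested compounds plus 3 SD, cutoff set per campaign, cut at about 5.5% in these data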;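 also: 100% = MG132 at 30 µM as the positive control and 0% = DMSO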
RAM inhibit = inhibitors of the yeast RAM network, primary screen, dse1pr::URA3 reporter, 5-FOA selection; S. cerevisiae dse1pr::URA3 reporter, 5-FOA growth OD615, 2 d; analog-sensitive cbk1-as2 kinase mutant strain; inhibition, % at 50 µM; 190,000 compounds, 1.8% hits; AID 868, 2007;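 active = inhibition above a set limit, 3 SD over mean compound inhibition, cut at about 8.4% in these data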;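 also: 0% = DMSO-only wells with no growth and 100% = 10 µM 1-NA-PP1 full growth; inhibition rescues growth on 5-FOA so higher OD means more RAM inhibition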
L major viab = Leishmania major promastigote growth inhibition, primary screen; Leishmania major promastigotes, resazurin fluorescence viability; AID 1063, 2008; inhibition, % at 10 µM; 200,000 compounds, 9% hits; in the data active = inhibition above about 50%;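 also: promastigotes grown with compound for 44 hours at 28 °C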
Redox H2O2 prof = compounds producing H2O2 with reducing agent – biochemical, NIH compound library profiling, artefact control for MLSCN library redox annotation, primary screen. DTT-dependent redox cycling H2O2, phenol red/HRP absorbance; 100% = 100 µM peroxide control, 0% = buffer. activation, % at 10 µM. 200,000 compounds, 0.03% hits. AID 878, 2007;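 active = activation of at least 50% relative to the plate's high and low controls in the primary single-dose screen; inactive = activation below 50%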;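 also: compound incubated with DTT at 0.8 mM final as the reducing agent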
PMI act hi M6P = human PMI activators, high substrate, primary screen, biochemical, fluorescence intensity, near-saturating mannose 6-phosphate. coupled PMI enzyme assay, resazurin fluorescence, 20 min; active compounds read high; 1 = untreated enzyme, 0 = substrate-free blank. Mannose-6-phosphate isomerase (Homo sapiens), P34949. activation factor at 20 µM. 190,000 compounds, 0.34% hits;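 active = activation factor of 2 or more at 20 µM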
Target sequence (P34949 whole entry, looked up): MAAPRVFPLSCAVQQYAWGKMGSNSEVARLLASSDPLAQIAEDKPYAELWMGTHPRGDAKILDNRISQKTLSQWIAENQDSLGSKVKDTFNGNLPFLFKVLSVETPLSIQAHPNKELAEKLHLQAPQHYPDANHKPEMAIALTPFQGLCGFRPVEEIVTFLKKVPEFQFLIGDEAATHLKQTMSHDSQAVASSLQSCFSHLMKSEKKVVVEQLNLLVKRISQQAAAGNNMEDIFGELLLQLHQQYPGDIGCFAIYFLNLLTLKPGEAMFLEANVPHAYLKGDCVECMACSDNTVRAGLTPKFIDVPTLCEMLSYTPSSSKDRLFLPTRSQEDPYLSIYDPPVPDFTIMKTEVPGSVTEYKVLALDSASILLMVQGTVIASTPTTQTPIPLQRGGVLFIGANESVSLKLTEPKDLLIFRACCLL
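assay system = human phosphomannose isomerase with PGI, G6PDH, diaphorase coupling enzymes | quantity = 15 ng/mL PMI | incubation = enzyme reaction with compound 20 min at room temperature | medium = HEPES pH 7.4 buffer with MgCl2 and Tween-20 | compound dosing = one concentration, 20 µM, in 1% DMSO | measured by = Diaphorase-driven resazurin-to-resorufin fluorescence, excitation 544, emission 590 nm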
TNAP inh no acc = human TNAP enzyme inhibitors, primary screen, biochemical, luminescent, no phosphate acceptor, uHTS | Alkaline phosphatase, tissue-nonspecific isozyme (Homo sapiens), P05186 | purified TNAP, CDP-star luminescence, 30 min | inhibition, % at 20 µM | 200,000 compounds, 0.26% hits | AID 1012, 2008;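 active = tissue-nonspecific alkaline phosphatase inhibition above about 50% at 20 µM in the single-dose screen, limit read from the data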;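 also: 0% = DMSO negative control and 100% = EDTA positive control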
PMI act = activators of human PMI, primary screen, biochemical, fluorescence intensity, near-Km mannose 6-phosphate | Mannose-6-phosphate isomerase (Homo sapiens), P34949 | purified human PMI, coupled resazurin fluorescence, 20 min; active compounds read high; 1 = vehicle control, 0 substrate-free wells | activation factor at 20 µM | 190,000 compounds, 0.005% hits;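 active = activation factor of 2 or more at 20 µM, relative to plate controls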
S1P3 antag = S1P3 receptor antagonists, primary screen, cell-based; CHO S1P3 NFAT-BLA reporter, FRET fluorescence, antagonist mode; inhibition, % at 4.98 µM; 170,000 compounds, 0.27% hits;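 active = inhibition above the plate cutoff, the mean inhibition of test wells on that plate plus 3 SD, cut at about 28% in these data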;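 also: cells challenged with S1P at its EC80 of 0.8 µM; blue over green emission ratio from cleaved BLA substrate after 4 h stimulation; 0% = S1P-stimulated wells and 100% = unstimulated DMSO-only wells; some compounds past the cut are filed as inactive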
An asterisk follows results filed as active; / = no result given. Outcome played no part in choosing rows, and some 12% of all compounds hit somewhere here.

SMILES	TNAP inh hi DEA	Efa HMGR inh	Hsp70 act	RAM inhibit	L major viab	Redox H2O2 prof	PMI act hi M6P	TNAP inh no acc	PMI act	S1P3 antag
O=C(COc1ccc(Cl)cc1)NC1=NN(c2ccccc2)C(=O)C1	4	-1	-0.3	-0.5	-7	-0.2	1	-2	1	-12
CCCOc1ccc(S(=O)(=O)NNC(=O)c2cc3ccccc3o2)cc1	1	-2	-0.1	4.5	4	-0.2	1	12	1	-5
CCOC(=O)CSc1nc2cc(C(=O)OC)ccc2c(=O)n1CCN1CCOCC1	1	-6	-0.2	-0.5	1	-3.0	1	2	1.1	/
COC(=O)c1cc2sccc2n1Cc1nc(-c2ccc(OC)cc2)oc1C	4	1	-0.3	2.3	100*	1.7	0.9	2	0.9	21
Cc1ccc2cc(CCNC(=O)c3cccc([N+](=O)[O-])c3)c(=O)[nH]c2c1C	4	-2	-0.2	5.5	0	0.0	1	0	0.9	9
Cc1ccc(S(=O)(=O)Cc2ccc(C(=O)N3CCN(c4cc(C)ccc4C)CC3)o2)cc1	-5	-1	-0.6	3.4	-6	-3.4	0.9	-11	0.9	-31
CC(C)Nc1nc(Cl)nc(NNC(=O)C(C)Oc2ccccc2)n1 (centres undefined)	-4	-4	-0.1	2.8	6	-4.8	1.1	-99	1.1	/
O=c1cc(-c2ccccc2)[nH]c2ccc(F)cc12	0	-4	0.1	-0.4	-3	0.2	1	-7	1	-11
CC1Sc2ccccc2N(CC(=O)N(C(C)C)C(C)C)C1=O (centres undefined)	2	1	-0.2	-0.4	-2	0.1	0.9	-4	0.9	/
Cn1c(=O)c2ncn(CC(=O)NCCOc3ccc(C(C)(C)C)cc3)c2n(C)c1=O	0	-2	-0.3	-0.7	0	2.3	0.9	-1	0.8	15
CCc1nnc(NC(=O)CSc2nnc(C)n2Cc2ccccc2)s1	-2	-10	-0.3	0.1	-6	0.6	1	-7	1.1	/
Cc1ccc(C(=O)N/N=C2\SCC(=O)N2c2cc(C)ccc2C)cc1	-4	-3	-0.1	0.9	-3	0.1	1.1	-8	1.1	/
Cc1ccc(-n2ccnc2SCC(=O)O)c(C)c1	1	3	-0.1	1.2	-4	0.5	1	-4	1	/
Cc1occc1C(=O)Nc1ccc2ccccc2c1	-3	3	0.2	0.3	1	-1.8	0.9	-13	1	-19
Cc1ccc(CN2CCN(Cc3cccc4c3OCO4)CC2CCO)cc1 (centres undefined)	-5	-3	0.2	0.8	58*	-3.5	0.9	-2	1	-1
COc1ccccc1-n1cnc2cc(NC(=O)c3ccco3)ccc21	-6	-9	0.3	1.5	2	1.6	1	-1	1	/
Cn1c(=O)c2c(-c3ccc(C(C)(C)C)cc3)n(CC3CCCO3)cc2n(C)c1=O (centres undefined)	-8	0	0.0	-0.7	-7	1.4	1.5	-3	1.3	/
Nc1c(-c2ccc(F)cc2)cnn1C1CCS(=O)(=O)C1 (centres undefined)	-7	5	-0.2	2.4	-6	-0.1	1	-13	0.9	/
CC12CCC(=O)N1C(C(=O)OCC(=O)Nc1cccc(Br)c1)CS2 (centres undefined)	-4	-8	0.1	-0.4	-3	0.1	1	-14	1	4
Cc1n[nH]c(=O)nc1N1CCc2ccccc2C1	-3	0	-0.3	1.6	-8	1.8	1	-11	1	-16
COc1cc(SC)ccc1C(=O)Nc1c(Cl)cncc1Cl	-3	3	-0.4	1.6	95*	0.1	1.1	-8	1.1	0
COc1ccc(CCN(C)C(=O)C2CCN(Cc3cccc(OC)c3OC)CC2)cc1OC	-1	0	0.1	0.1	5	-0.3	1.1	-5	1	-5
COc1ccc(CNC(=O)CCSc2nc(-c3ccc4c(c3)OCO4)cc(C(F)(F)F)n2)cc1	-7	-5	-0.1	5.4	2	2.9	1	-4	1.1	/
COc1ccc(NC(=O)CSc2c3c(nc4cc(Cl)ccc24)CCCC3)cc1OC	-4	-7	-0.3	0.8	27	0.8	0.9	-7	1	4
CCN(CC)c1nc(C#N)nc(N(CC)CC)n1	-4	-4	-0.2	0.0	19	-0.8	0.9	-8	0.8	-1
COc1ccc2cc(C(c3nnnn3CCc3ccccc3)N3CCC(O)CC3)c(=O)[nH]c2c1 (centres undefined)	-7	-7	-0.2	3.7	-12	1.7	1	-16	1	-14
COc1ccc(CNCCC(c2ccccc2)C2CCOC(C)(C)C2)cc1 (centres undefined)	-3	0	-0.3	0.8	91*	0.1	0.9	-2	1	-9
COc1cccc(NC(=O)Nc2ccc3c(c2)nc(C)n3C)c1	-3	-2	-0.2	1.1	-4	0.3	1	-17	1	-12
O=C(OCC(=O)N1CCN(Cc2ccccc2)CC1)c1ccc(Cl)cc1	-6	-4	0.1	0.9	57*	-0.9	1	-2	1	-18
O=C(CSc1nnc(SCc2ccccc2)s1)N/N=C/C=C\c1ccco1	6	-5	-0.3	11*	-6	0.2	1.2	-23	1.3	0
Cc1ccc(NC(=O)COC(=O)CNC(=O)c2cccc([N+](=O)[O-])c2)cc1S(=O)(=O)N1CCCCCC1	-1	1	-0.3	6.2	17	-0.3	0.9	-4	0.9	-2
O=C(O)c1ccc(CSc2nnc(-c3ccco3)n2-c2ccccc2)cc1	-10	-6	0.0	1.4	-8	0.8	1.1	-11	1.2	1
CCC(N1CCOC1=O)S(=O)(=O)c1ccc(C)cc1 (centres undefined)	-3	-1	-0.1	-0.6	-2	-0.1	1.8	-8	1.5	/
O=C(Cc1ccc(F)cc1)N1CCN=C1SCc1ccc([N+](=O)[O-])cc1	-2	-8	-0.6	-0.5	33	0.7	1	-24	0.9	-9
Cc1ccc(S(=O)(=O)N(C)c2ccc(C(=O)O)cc2)cc1	-2	-1	-0.1	0.4	-2	-1.4	0.9	-5	0.9	-5
O=C(NCCN1C(=O)S/C(=C\c2ccc(F)cc2)C1=O)C1CCN(S(=O)(=O)c2cccs2)CC1	-7	2	-0.4	4.0	21	0.3	1.1	-12	1.2	-13
COc1cccc(OCCCCCCN2CCOCC2)c1	-6	-3	0.2	1.2	100*	0.0	1	-10	0.9	/
Cc1ccccc1OCc1nnc(SCC(=O)O)n1Cc1ccccc1	-1	0	-0.1	2.0	0	0.3	1	-16	1	5
CC(=O)Nc1ccc(S(=O)(=O)N(C)CC(=O)OCC(=O)NC(C)C23CC4CC(CC(C4)C2)C3)cc1 (centres undefined)	0	-12	-0.4	0.0	0	-0.2	1.1	-2	1	11
CN(C)C(CNC(=O)Cc1ccc([N+](=O)[O-])cc1)c1ccccc1 (centres undefined)	0	-4	-0.3	-0.6	7	-0.1	0.9	-4	0.9	3
CN1CCN(C(=S)SCc2nc(N)nc(Nc3ccc(F)cc3)n2)CC1	0	-1	-0.1	3.2	22	-2.1	0.9	-4	0.9	-2
CCn1c(SCc2ccccc2)nnc1-c1cccnc1	2	-2	-0.3	2.0	0	-0.1	/	-1	/	-15
Cc1ccc(S(=O)(=O)C(C#N)c2nc3ccccc3nc2N2CCC(C)CC2)cc1 (centres undefined)	0	0	-0.4	1.6	-9	-0.2	1.2	-5	1	0
C/C(=N\NC(=O)c1nn(C)c(C)c1Br)c1ccc(NC(=O)c2ccc(C)s2)cc1	-8	4	-0.1	9.2*	-4	1.2	1.1	-5	1.1	-8
O=C(O)c1cc(-c2cccs2)nc2cc3c(cc12)OCCO3	-4	0	-0.2	1.5	-12	-0.2	1	-20	0.9	-7

Overlap with the part before: 2 compounds; new compounds follow.
SMILES	TNAP inh hi DEA	Efa HMGR inh	Hsp70 act	RAM inhibit	L major viab	Redox H2O2 prof	PMI act hi M6P	TNAP inh no acc	PMI act	S1P3 antag
C/C(=N\NC(=O)c1nn(C)c(C)c1Br)c1ccc(NC(=O)c2ccc(C)s2)cc1	-8	4	-0.1	9.2*	-4	1.2	1.1	-5	1.1	-8
O=C(O)c1cc(-c2cccs2)nc2cc3c(cc12)OCCO3	-4	0	-0.2	1.5	-12	-0.2	1	-20	0.9	-7
O=C(c1ccco1)N1CCN(S(=O)(=O)Cc2ccccc2Cl)CC1	-1	-1	-0.2	-0.1	-4	-0.9	0.7	-3	1	9
Cn1c(C(=O)NCCc2ccsc2)cc2c(=O)n(C)c3ccccc3c21	-7	0	0.1	4.2	-6	0.2	1	-17	1	1
Cc1ccc(S(=O)(=O)N2CCN(C(=O)CSc3nc(N)cc(=O)[nH]3)CC2)c(C)c1	-8	-1	0.0	0.2	-8	0.0	1	-14	1	3
Cc1ccc(C(=O)NNC(=O)c2ccc(C)cc2)cc1	-5	1	0.3	1.2	-9	-0.1	1.2	-54	1.2	-5
O=C(COC(=O)C1CCCN1C(=O)c1cccs1)c1ccccc1 (centres undefined)	-6	-5	-0.2	0.0	-1	3.1	0.9	-15	0.9	0
COc1ccc(F)cc1C(=O)C1CCCN(Cc2ccc3c(c2)OCCO3)C1 (centres undefined)	0	2	0.1	2.2	104*	-0.9	0.9	-1	0.8	-4
O=C(Cn1c(=O)n(CCCCC(=O)NC2CCCC2)c(=O)c2ccccc21)NCCC1=CCCCC1	-3	-1	-0.2	2.7	-3	2.0	1	-12	1	/
CSc1nc2ccc(NC(=O)C3=NN(c4ccccc4)C(=O)CC3)cc2s1	-6	-4	-0.5	2.1	32	-0.1	0.6	-2	0.8	6
Cc1cccc(C)c1NC(=O)/C(C#N)=C/c1cccs1	-4	0	-0.3	1.4	17	3.7	1	-28	1	/
CCN(CCCn1c(SCC#N)nc2ccccc2c1=O)c1ccccc1	-3	1	0.1	1.4	44	1.9	0.9	-6	0.9	16
COCCNC(=O)Cn1cc2c(n1)CCC(C)C2 (centres undefined)	-7	0	/	0.7	-5	-1.3	1	-21	0.9	-11
COc1ccc(-c2nc(-c3cccc([N+](=O)[O-])c3O)cc(=O)o2)cc1OC	12	-4	-0.3	1.9	-6	-0.2	1	2	1	-13
O=C(Nc1nnc(SCC(=O)N2CCCc3ccccc32)s1)c1cccc2ccccc12	1	2	-0.4	6.2	96*	0.2	0.8	-10	0.8	1
O=C(Cn1c(COc2ccc(Cl)cc2)nc2ccccc21)NCC(F)(F)F	3	-1	0.0	-0.6	-4	0.4	1	-4	0.9	-9
COc1ccc(C2CC(c3cc(Br)ccc3F)n3nnnc3N2)cc1 (centres undefined)	2	4	-0.1	1.8	-3	-0.6	0.9	-3	0.9	44

Assay outcomes from PubChem BioAssay.
